TRPC6 inh = inhibitors of mouse TRPC6 channel; HEK293-TRPC6, membrane potential dye, ACh-evoked depolarization; hits give low values; B-score at 10 µM; 310,000 compounds, 1.1% hits;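 active = B-score under library mean minus 3 SD, initial fluorescence not abnormally high, positive integrated signal ratio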;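 also: B-score derived from integrated fluorescence ratio over the kinetic read; more negative B-score means stronger inhibition of depolarization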
MrgX1 PAM = human MrgX1 positive allosteric modulation, primary screen. B-score at 10 µM. 310,000 compounds, 0.63% hits. Q96LB2. AID 588675. MrgX1-HEK293, Fluo-4 calcium flux, FDSS; hits give high values;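 active = plate-corrected calcium response at least 3 library SD above typical, normal starting fluorescence, not activating the receptor alone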;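 also: compound read alongside a low EC10 to EC30 dose of BAM8-22 agonist; peak minus trough fluorescence over baseline measured at the second addition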
TRPC4 block = blocks the mouse TRPC4 cation channel; Q9QUQ5; HEK293 TRPC4beta/mu-opioid, DAMGO-evoked Fluo4 calcium flux; hits give low values; B-score at 10 µM; 300,000 compounds, 0.39% hits; AID 2247;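 active = B-score over 3 SD under the library average, no early fluorescence shift, positive overall ratio signal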
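Assay system – HEK293 line stably carrying TRPC4beta and mu-opioid receptor · Doses – single dose · Detection – Fluo4 calcium-dye fluorescence, kinetic read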
TRPC4 act = activators of mouse TRPC4 channel; B-score at 10 µM; HEK293 TRPC4beta/mu-opioid, Fluo4 calcium fluorescence; hits give high values; 310,000 compounds, 0.49% hits; AID 2237; Q9QUQ5;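 active = B-score above 5 SD of library B-scores, and initial fluorescence ratio not above library mean plus 5 SD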;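 also: positive B-score marks a calcium rise read as TRPC4 activation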
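Assay system: HEK293 stable line with TRPC4beta plus mu-opioid receptor; schedule: 45 min room-temperature Fluo4 loading, 110 s read; technique: kinetic Fluo4 calcium fluorescence; evaluation: integrated baseline-normalised fluorescence ratio, converted to per-well B score; controls: buffer (low) and maximal DAMGO (high)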
TMEM16A act = mouse TMEM16A channel activation, primary screen; HEK293 TMEM16A/YFP-H148Q/I152L, iodide quench fluorescence; hits give low values; 340,000 compounds, 0.3% hits; Q8BHY3; B-score at 10 µM;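 active = fluorescence-ratio B-score plate-corrected deviation score at least 3 library SD below zero, with starting fluorescence score within 5 deviations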;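 also: channel opened by trigger with iodide after compound preincubation; score built on the fluorescence ratio of max minus min over baseline; more negative score means more quench and so TMEM16A activation or potentiation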
Target sequence (Q8BHY3 whole entry, looked up): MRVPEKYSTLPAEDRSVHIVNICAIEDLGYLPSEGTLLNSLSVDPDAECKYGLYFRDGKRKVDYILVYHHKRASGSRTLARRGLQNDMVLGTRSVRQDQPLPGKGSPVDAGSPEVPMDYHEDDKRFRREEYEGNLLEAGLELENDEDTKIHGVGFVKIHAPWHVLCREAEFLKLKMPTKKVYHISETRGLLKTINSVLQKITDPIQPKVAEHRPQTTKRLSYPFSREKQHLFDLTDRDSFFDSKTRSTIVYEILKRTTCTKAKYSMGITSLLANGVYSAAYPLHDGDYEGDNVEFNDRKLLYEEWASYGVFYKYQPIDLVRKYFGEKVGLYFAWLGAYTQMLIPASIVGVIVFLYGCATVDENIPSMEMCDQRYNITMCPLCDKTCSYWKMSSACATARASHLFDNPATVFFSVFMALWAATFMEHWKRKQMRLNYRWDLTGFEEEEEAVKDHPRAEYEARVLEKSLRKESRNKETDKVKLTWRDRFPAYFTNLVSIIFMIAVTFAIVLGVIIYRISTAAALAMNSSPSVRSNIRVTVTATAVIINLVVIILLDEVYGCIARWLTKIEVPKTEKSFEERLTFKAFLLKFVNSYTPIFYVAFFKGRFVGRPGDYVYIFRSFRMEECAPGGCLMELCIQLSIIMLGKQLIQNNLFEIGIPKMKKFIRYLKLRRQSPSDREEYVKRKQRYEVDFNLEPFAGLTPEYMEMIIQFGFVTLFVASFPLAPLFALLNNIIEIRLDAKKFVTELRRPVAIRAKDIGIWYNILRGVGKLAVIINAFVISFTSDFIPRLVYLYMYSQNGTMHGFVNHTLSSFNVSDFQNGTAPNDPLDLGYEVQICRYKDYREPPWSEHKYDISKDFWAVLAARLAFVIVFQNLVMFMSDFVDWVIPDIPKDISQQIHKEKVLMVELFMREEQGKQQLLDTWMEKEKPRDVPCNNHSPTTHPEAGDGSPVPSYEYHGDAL
TRPC4 PAM = allosterically enhances the mouse TRPC4 cation channel | HEK293 TRPC4beta/mu-opioid, DAMGO EC20, Fluo-4 Ca2+ flux; hits give high values | B-score at 10 µM | 310,000 compounds, 0.42% hits;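 active = B-score of calcium response area above 5 SD of library B-scores, with initial fluorescence ratio within 5 SD of library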;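 also: B-score of integrated fluorescence ratio over time as area under calcium response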
MrgX1 antag = human MrgX1 receptor antagonism, primary screen. MRGX1-HEK293 calcium flux, Fluo-4, BAM8-22 antagonism; hits give low values. B-score at 10 µM. 310,000 compounds, 1.3% hits. AID 588676;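 active = calcium-response B-score plate-corrected more than 3 library SD below zero, starting fluorescence within 5 deviations, no agonist response on first addition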;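 also: peak minus trough fluorescence over baseline after final BAM8-22 challenge near maximal dose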
TRPC6 activator = mouse TRPC6 channel activation; Q61143; HEK293-TRPC6 membrane potential dye fluorescence; hits give high values; B-score at 10 µM; 310,000 compounds, 0.13% hits; AID 2550;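 active = B-score of the integrated fluorescence ratio above library mean plus 3 SD, and starting fluorescence ratio within library mean plus 5 SD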;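 also: higher score means more depolarization so channel activation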
MrgX1 agonist = agonists of human MrgX1 receptor. AID 588627. MrgX1-HEK293 cells, Fluo-4 calcium fluorescence, agonist mode; hits give high values. B-score at 10 µM. 310,000 compounds, 0.44% hits;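 active = calcium response B-score plate-corrected fluorescence ratio at least 3 library SD, with starting fluorescence B-score inside 5 SD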
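Assay system: MrgX1-expressing HEK293 cells / Amount: fifteen thousand cells per well / Doses: test compound in the initial addition of three / Timing: cells plated overnight, dye loaded 0.5 h 37 °C, 0.5 h room temperature / Technique: kinetic calcium dye fluorescence, Fluo-4 NW / Control set: positive and negative controls per plate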
SKKanGAS inh = inhibitors of SKKanGAS S. pyogenes growth in kanamycin (SK-promoter or general growth effect) | BacTiter-Glo, 6 h | inhibition, % at 7.5 µM | 300,000 compounds, 1.3% hits;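 active = mean replicate score, as percent of positive control median, at least 50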;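 also: strain carries kanamycin resistance gene driven by streptokinase promoter and grows in 40 µg/ml kanamycin; loss of luminescence reflects streptokinase promoter inhibition or plain growth inhibition; 0% = median of DMSO wells and 100% = positive control at its reference dose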
TMEM16A inh = mouse TMEM16A channel inhibition, primary screen | Q8BHY3 | 310,000 compounds, 1.2% hits | HEK293 TMEM16A/YFP iodide influx fluorescence, ionomycin | normalized B-score (activity score, 25-100; higher = stronger inhibition) at 10 µM;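 active = ratio plate-corrected score three or more library SD toward inhibition, starting fluorescence score within five deviations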;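 also: score derived from kinetic fluorescence span divided by baseline fluorescence per well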
* hit, by the source's call; i = inactive; . = no result given; & = joins results of further samples.

SMILES	TRPC6 inh	MrgX1 PAM	TRPC4 block	TRPC4 act	TMEM16A act	TRPC4 PAM	MrgX1 antag	TRPC6 activator	MrgX1 agonist	SKKanGAS inh	TMEM16A inh
CCC(=Nc1ccccc1O)C1=C(O)CC(c2ccccc2)CC1=O (centres undefined)	i	i	i	i	i	i	i	i	i	3.3	i
O=C1c2ccccc2C(=O)N1CCCCSc1nc2ccccc2o1	i	i	i	i	i	i	i	i	i	0.9	25*
CC1(C)CC(=O)c2cc(NC(=O)c3ccc(F)cc3)c(=O)oc2C1	i	i	i	i	i	i	i	i	i	0.0	i
CCCSc1nc(O)c(C(c2ccc(OC)c(O)c2)c2c(O)nc(SCCC)n(C)c2=O)c(=O)n1C	i	i	i	i	i	i	i	i	i	8.2	i
O=C(C1CC1)N1CCc2cc(S(=O)(=O)N3CCOCC3)ccc21	i	i	i	i	.	i	i	i	i	10.3	i
COc1ccc(/C=C/C(=O)NCCCN2CCOCC2)cc1	i	i	i	i	i	i	i	i	i	-1.1	i
CC1CN(c2oc(COc3ccc(Cl)cc3Cl)nc2C#N)CC(C)O1 (centres undefined)	i	i	.	i	i	i	i	i	i	5.5	i
Cc1ccc(C(=O)O)cc1NC(=O)CSc1ncnc2sc3c(c12)CCC3	i	i	i	i	i	i	i	i	i	.	i
O=C(COC(=O)CNC(=O)c1ccccc1)Nc1ccc2c(c1)OCO2	i	i	i	i	i	i	i	i	i	-7.6	i
Cc1c(C(=O)NCCSCc2c(F)cccc2Cl)cnn1-c1ccc(Cl)cc1	i	i	i	i	i	i	i	i	i	18.6	i
COc1cc(/C=N/NC(=O)c2ccncc2)ccc1OC(=O)c1cccc(Br)c1	i	i	i	i	i	i	i	i	i	6.9	i
COc1ccccc1CNC(=O)c1ccc(N(C)S(=O)(=O)c2ccc(C)cc2)cc1	i	i	i	i	i	i	i	i	i	-2.1	i
CC(C)(C)NC(=O)CSc1nc(-c2ccccc2)c(-c2ccccc2)[nH]1	i	i	i	i	i	i	i	i	i	-3.9	i
CN(C(=O)COC(=O)c1cc([N+](=O)[O-])ccc1N1CCCC1)C1CCS(=O)(=O)C1 (centres undefined)	i	i	i	i	i	i	i	i	i	-3.9	i
O=C(N/N=C/c1cccs1)c1cc(-c2ccc3ccccc3c2)n[nH]1	i	i	i	i	i	i	i	i	i	20.4	i
Nc1cc(C(=O)OCC(=O)N2CCCC2=O)ccc1Cl	i	i	i	i	i	i	i	i	i	24.2	i
N=C(SC1CC(=O)N(c2ccc(F)cc2)C1=O)N1N=C(c2ccccc2)CC1c1ccccc1 (centres undefined)	-7.65*	i	i	i	i	i	i	i	i	29.9	i
O=C(Cn1c(=O)oc2ccc(Cl)cc21)Nc1ccon1	i	i	i	i	i	i	i	i	i	-2.8	i
CCOC(=O)NC(=O)c1cn(Nc2ncc(C(F)(F)F)cc2Cl)c(=O)[nH]c1=O	i	i	i	i	i	i	i	i	i	10.3	i
CCOc1cc(/C=C2\COc3ccccc3C2=O)ccc1OCC(=O)N(C)C	i	i	i	i	i	i	i	i	i	4.1	i
CCOc1ccc(-n2c(SCc3nc(-c4ccc(C)cc4)no3)nnc2-c2ccncc2)cc1	i	i	i	i	i	i	i	i	i	-8.1	i
Cc1ccc(N2CC(C(=O)NCCS(=O)(=O)N3CCN(c4ccccc4F)CC3)CC2=O)cc1 (centres undefined)	i	i	i	i	i	i	i	i	i	-4.6	i
OC1CCCN(Cc2c3ccccc3cc3ccccc23)C1 (centres undefined)	i	i	i	i	i	i	i	i	i	17.9	i
CC(=O)c1c(C)[nH]c(C(=O)OCC(=O)Nc2ccc(Cl)c(S(=O)(=O)N(C)C)c2)c1C	i	i	i	i	i	i	i	i	i	7.9	i
COc1ccc(NC(=O)Nc2ccc(O)c3ccccc23)cc1	i	i	i	i	i	i	i	i	i	18.2	i
COc1ccc(OC)c(S(=O)(=O)Nc2cc(OC)c(Cl)cc2OC)c1	i	i	i	i	i	i	i	i	i	6.2	i
COC(=O)CC1C(=O)NCCN1C(=O)CSc1nnnn1-c1ccc(Cl)cc1 (centres undefined)	i	i	i	i	i	i	i	i	i	40.4	i
COc1ccc(C2N(c3ccccn3)C(=O)C3CCCN32)c(OC)c1 (centres undefined)	i	i	i	i	i	i	i	i	i	-0.3	i
O=C1C(=O)N(CCCn2ccnc2)C(c2cccnc2)/C1=C(/O)c1ccc(F)cc1 (centres undefined)	i	i	i	i	i	i	i	i	i	2.3	i
CCOC(=O)c1[nH]c2cc(OC)c(OC)cc2c1N	i	i	i	i	i	i	i	i	i	-0.2	i
CC(=O)Nc1cc2c(cc1C(=O)C(C)C)OCCO2	i	i	i	i	i	i	i	i	i	1.3	i
COc1cccc(-n2c(Cc3cc(=O)[nH]c(=O)[nH]3)nnc2SCC(=O)NC2CCCC2)c1	.	i	.	.	i	.	i	.	i	.	i
Cc1cc(NC(=O)C2CCCN(S(=O)(=O)c3c(C)noc3C)C2)n[nH]1 (centres undefined)	i	i	i	i	i	i	i	i	i	1.1	i
Cc1ccc(NC(=O)N(Cc2cccs2)Cc2cc3cc4c(cc3[nH]c2=O)OCO4)cc1	i	i	i	i	.	i	i	i	i	24.4	i
Cc1cc2c3c(c1)C1(C(=O)N3C(C)(C)CC2C)C(C#N)=C(N)Oc2n[nH]c(C)c21 (centres undefined)	i	i	i	i	i	i	i	i	i	-11.6	i
Cc1ccc(NC(=O)c2cc(C(=O)c3cc(Cl)ccc3O)cn(-c3ccc(C)cc3)c2=O)cc1	i	i	i	i	i	i	i	i	i	33.9	i
O=c1ccc(-c2ccc(S(=O)(=O)Nc3cccc(F)c3)o2)n[nH]1	i	i	i	i	i	i	i	i	i	0.5	i
COCCNC(=O)CN1CCOc2ccccc21	i	i	i	i	i	i	i	i	i	-0.7	i
Cc1cc(Nc2ccccc2C(=O)O)nc2nc3ccccc3c(=O)n12	i	i	i	i	i	i	i	i	i	-7.5	i
O=C(CN1C(=O)N/C(=C\c2ccccc2OCc2ccc(C(=O)O)cc2)C1=O)Nc1ccccc1F	i	i	i	i	i	i	i	i	i	20.1	i
CSc1cccc(NS(=O)(=O)c2ccc3c(c2)oc(=O)n3C)c1	i	i	i	i	i	i	-6.15*	i	i	0.1	i
COc1ccc(-c2ccc(SCC(=O)Nc3cccc(C(C)=O)c3)nn2)cc1OC	i	i	i	i	i	i	i	i	i	22.3	i
Oc1ccc(C=Nc2cccc3ncccc23)c(O)c1	i	i	i	i	i	i	i	i	i	1.1	i
O=C(NCCCN1CCOCC1)C(=O)NCC1CCCO1 (centres undefined)	i	i	i	i	i	i	i	i	i	-6.0	i
CNS(=O)(=O)c1cc(-c2nnc(Nc3ccc(CC(N)=O)cc3)c3ccccc23)ccc1C	i	i	i	i	i	i	i	i	i	7.5	i
Cc1c(C(=O)NCC2COc3ccccc3O2)oc2ccc(S(=O)(=O)N3CC(C)CC(C)C3)cc12 (centres undefined)	i	i	i	i	i	i	i	i	i	6.7	i
CC(COC(=O)c1ccccc1)(COC(=O)c1ccccc1)/[N+]([O-])=C/c1ccccc1	i	i	i	i	i	i	i	i	i	5.4	i
CN(C(=O)COC(=O)c1cc(-c2ccc(Cl)s2)nc2ccccc12)C1CCS(=O)(=O)C1 (centres undefined)	i	i	i	i	i	i	i	i	i	-15.4	i
O=C(c1cnn2ccccc12)N1CCc2ccccc21	i	i	i	i	i	i	i	i	i	-4.2	i
CC(=O)Nc1cccc(C(=O)N/N=C/c2cccnc2)c1	i	i	i	i	i	i	i	i	i	-7.5	i
O=C1NC(=O)C(c2ccccc2)(c2ccccc2)N1	i	i	i	i	i	i	i	i	i	-2.4&-4.0	i
COc1ccccc1NC(=O)CSc1nc(=O)n(CCN2CCOCC2)c2c1CCC2	i	i	i	i	i	i	i	i	i	-1.4	i
CCOC(=O)c1cc(-c2ccccc2)sc1NC(=O)C(C)(C)C	i	i	i	i	i	i	i	i	i	4.1	i
CC1(C)S[C@@H]2[C@H](N=CN3CCCCCC3)C(=O)N2[C@H]1C(=O)O	i	i	i	i	.	i	i	i	i	-7.7	i
O=C(Cn1c(=O)cnc2ccccc21)NCC(=O)Nc1ccc(F)c(F)c1	i	i	i	i	i	i	i	i	i	5.0	i
Cc1ccc(N2C(N)=C(C#N)C(c3cccnc3)C3=C2CCCC3=O)cc1 (centres undefined)	i	i	i	i	i	i	i	i	i	-2.4	i
Cc1ccccc1N(CC(=O)NCCSc1ccccn1)S(=O)(=O)c1ccccc1	i	i	i	i	i	i	i	i	i	-0.9	i
CCCOc1ccc(/C(CC)=N/NC(=O)C2(C)CC2(Br)Br)cc1 (centres undefined)	i	i	i	i	i	i	i	i	i	0.7	i
O=C(Nc1ccccc1N1CCCC1)c1ccc2ccccc2c1	i	i	i	i	i	i	i	i	i	9.5	i
Cc1ccc(S(=O)(=O)N2CCC(C(=O)OCC(=O)N(C)CC(=O)Nc3ccc(F)cc3)CC2)cc1C	i	i	i	i	i	79*	i	i	i	5.4	i

Remaining list, next part.
SMILES	TRPC6 inh	MrgX1 PAM	TRPC4 block	TRPC4 act	TMEM16A act	TRPC4 PAM	MrgX1 antag	TRPC6 activator	MrgX1 agonist	SKKanGAS inh	TMEM16A inh
COc1ccccc1CCC(=O)N(Cc1ccccc1)c1c(N)n(Cc2ccccc2)c(=O)[nH]c1=O	i	i	i	i	i	i	i	i	i	11.3	i
O=C(NNC(=O)C1CCCCC1)c1cnccn1	i	i	i	i	i	i	i	i	i	-9.4	i
NC(=O)CC(NC(=O)c1ccc(Br)cc1)c1ccc(NCc2ccc(F)cc2)c([N+](=O)[O-])c1 (centres undefined)	i	i	i	i	i	i	i	i	i	19.6	i
COP(=O)(/C=C/c1ccccc1)C(O)c1ccc(F)cc1 (centres undefined)	i	i	i	i	i	i	i	i	i	2.1	i
O=[N+]([O-])c1ccc(N/N=C/C=C/c2ccco2)cc1	i	i	i	i	i	i	-10.4*	i	i	-7.0	i
S=C(Nc1ccccc1)N1N=CCC1c1ccccc1 (centres undefined)	i	i	i	i	i	i	i	i	i	-4.7	i
O=C(CSc1nnc(CN2CCCCC2)n1-c1ccccc1)c1ccc2c(c1)OCO2	i	i	i	i	i	i	i	i	i	1.4	i

High-throughput results deposited in PubChem BioAssay by several laboratories.
